Assay outcomes from PubChem.
HTRA1 inhibitor – blocks human HTRA1 serine peptidase | Q92743 | recombinant HTRA1, FP-rhodamine activity-based probe, fluorescence polarization | inhibition, % at 5.96 µM | hit rate 0.5% among 340,000 | AID 504803; in the data active means inhibition above about 36%;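 further: 0% = enzyme with DMSO and 100% = wells lacking enzyme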
TCR CD3 inh – blocks the human TCR-CD3 interaction. TAMRA-labeled TCR probe fluorescence, biochemical. inhibition, % at 9.4 µM. hit rate 0.37% among 360,000; in the data active means inhibition above about 19%;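 further: recombinant mutant TCR 2C K166C tagged with TAMRA read by polarization; 0% = receptor in buffer alone and 100% = receptor with positive control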
GC-A act – GC-A (human) enzyme activation; AID 1671463; hit rate 0.14% among 370,000; P16066; HEK293 GC-A cells, cGMP TR-FRET, EC30 ANP; 0% at EC30 ANP, 100% saturating ANP; activation, % at 10 µM; in the data active means activation above about 40%
Target sequence (P16066 whole entry, looked up): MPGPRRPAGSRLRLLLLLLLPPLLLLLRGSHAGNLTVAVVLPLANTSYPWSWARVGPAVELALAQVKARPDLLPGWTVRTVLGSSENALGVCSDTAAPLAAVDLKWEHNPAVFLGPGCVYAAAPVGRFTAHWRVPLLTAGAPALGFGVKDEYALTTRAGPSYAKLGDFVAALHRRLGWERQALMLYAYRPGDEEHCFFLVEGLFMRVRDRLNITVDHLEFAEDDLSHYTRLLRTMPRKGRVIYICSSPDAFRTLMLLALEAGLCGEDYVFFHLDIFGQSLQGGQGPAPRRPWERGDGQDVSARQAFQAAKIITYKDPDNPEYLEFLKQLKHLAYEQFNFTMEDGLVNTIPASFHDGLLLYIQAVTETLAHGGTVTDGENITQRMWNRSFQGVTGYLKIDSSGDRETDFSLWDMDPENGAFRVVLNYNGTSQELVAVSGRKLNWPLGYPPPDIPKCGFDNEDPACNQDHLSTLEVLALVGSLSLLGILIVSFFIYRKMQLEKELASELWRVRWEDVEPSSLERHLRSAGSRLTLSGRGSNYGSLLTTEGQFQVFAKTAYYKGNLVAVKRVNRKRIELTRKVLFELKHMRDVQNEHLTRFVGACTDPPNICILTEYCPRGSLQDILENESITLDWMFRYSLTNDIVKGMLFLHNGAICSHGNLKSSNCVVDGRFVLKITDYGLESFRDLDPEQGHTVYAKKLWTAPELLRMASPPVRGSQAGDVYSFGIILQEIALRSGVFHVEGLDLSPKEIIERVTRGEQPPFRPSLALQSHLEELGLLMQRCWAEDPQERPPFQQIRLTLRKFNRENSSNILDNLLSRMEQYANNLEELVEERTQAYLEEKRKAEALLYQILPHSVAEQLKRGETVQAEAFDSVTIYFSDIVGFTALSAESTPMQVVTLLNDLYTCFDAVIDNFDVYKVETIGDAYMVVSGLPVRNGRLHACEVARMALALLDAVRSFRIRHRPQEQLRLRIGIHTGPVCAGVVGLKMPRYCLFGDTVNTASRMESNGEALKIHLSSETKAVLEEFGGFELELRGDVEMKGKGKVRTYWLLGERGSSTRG
SIAE inh – inhibitors of human sialic acid acetylesterase SIAE; hit rate 0.69% among 370,000; inhibition, % at 9.66 µM; Q9HAT2; SIAE FP-Rh probe binding, fluorescence polarization;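 active means inhibition above a cutoff: mean of compounds within the control limits plus 3 SD of those, cut at about 17% in these data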;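 further: 0% = plate median of compound wells and 100% = probe without SIAE protein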
MBD2 DNA inh – MBD2-methylated oligo binding inhibition; Q9UBB5; TR-FRET, MBD2 binding to methylated oligonucleotide; inhibition, % at 4.4 µM; hit rate 0.31% among 370,000; AID 686964; in the data active means inhibition above about 13%
ABHD4 inh – ABHD4 (mouse) inhibition, primary FP screen; Q8VD66; purified mABHD4, FP-Rh probe fluorescence polarization; inhibition, % at 8.92 µM; hit rate 0.54% among 370,000; AID 720543;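 active means inhibition exceeding the mean over every tested compound plus 3 SD, cut at about 30% in these data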;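 further: 0% = plate median of compound wells and 100% = S159A mutant with DMSO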
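Assay system: mouse ABHD4 enzyme, wild type / Also added: fluorescent activity-based probe FP-Rh / Doses: single nominal dose of 8.92 µM, 0.89% DMSO final / Timing: 45 min compound pre-incubation plus 60 min probe step, 25 °C / Signal: FP readout, ex 525 nm / em 598 nm / Control set: S159A mutant/DMSO as 100%, compound-well median as 0%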
rCAG RNA binder – r(CAG) repeat RNA binding; AID 651821; inhibition, % at 3 µM; hit rate 1.3% among 370,000; TO-PRO-1 dye displacement fluorescence;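 active means inhibition above the plate cutoff, the mean of all test compounds on that plate plus 3 SD, cut at about 35% in these data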;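 further: 0% = DMSO alone and 100% = 100 µM mitoxantrone as full dye displacement; higher means more dye released from RNA so lower well fluorescence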
NPR2 activator – GC-B (human) receptor activation. hit rate 0.11% among 370,000. AID 1920062. HEK293-GC-B cells, CNP EC30, cGMP TR-FRET; 0% at EC30 CNP, 100% saturating CNP. activation, % at 10 µM;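 active means activation at 10 µM reaching about 35% in either raw or pattern-adjusted values, limit read from the data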
UHRF1 MBD2 ctr – blocks human UHRF1 binding to methylated DNA; hit rate 0.75% among 370,000; UHRF1 binding to methylated oligo, TR-FRET; Q96T88; AID 687016; inhibition, % at 4.4 µM; in the data active means inhibition above about 21%;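 further: UHRF1 SRA domain binding a hemimethylated CpG hairpin DNA probe; 0% = median of test compound wells and 100% = reference inhibitor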
PRMT1 FP inh – blocks human protein arginine methyltransferase 1; Q99873; recombinant PRMT1, activity-based probe fluorescence polarization; inhibition, % at 2.79 µM; hit rate 1.3% among 370,000;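 active means inhibition above about 21% made by adding two undisclosed values, limit read from the data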
Starred values were filed as active, the others as inactive; . = not tested or not shown.

SMILES	HTRA1 inhibitor	TCR CD3 inh	GC-A act	SIAE inh	MBD2 DNA inh	ABHD4 inh	rCAG RNA binder	NPR2 activator	UHRF1 MBD2 ctr	PRMT1 FP inh
O=C(N/N=C/c1cccn1-c1ccc([N+](=O)[O-])cc1)c1cccnc1	-1	-8	-3	1	4	4	0	-2	1	3
O=C(Cn1cccc1C(=O)c1ccccc1)NCc1ccco1	2	0	-2	-3	-3	2	1	0	0	1
O=S(=O)(Nc1ccc2c(c1)OCCO2)c1c(F)cccc1F	2	-1	2	4	6	0	1	3	-5	-3
COCCN(C(=O)COC(=O)c1ccc(Cl)s1)c1c(N)n(Cc2ccccc2)c(=O)[nH]c1=O	-7	2	3	3	5	6	-5	6	2	0
COCCNC(=O)/C(C#N)=C/c1c(F)cccc1Cl	2	4	13	1	-9	-1	-4	13	-4	-5
O=C(O)CC(NC(=O)COc1ccccc1)c1cccc([N+](=O)[O-])c1 (stereo unspecified)	.	-4	-1	-10	7	-8	-1	0	7	2
CCC(C)[C@H]1COCCS(=O)(=O)N1Cc1ccc(C)cc1 (stereo partly specified)	-5	-5	-1	-3	2	-1	-5	0	1	0
C=C1CC[C@@H]2[C@](C)(CO)[C@H](O)CC[C@@]2(C)[C@@H]1C/C=C1/C(=O)OCC1O (stereo partly specified)	4	-7	2	-3	4	-3	0	5	0	2
Cc1ccc(NC(=O)Cc2ccc(Cl)cc2)cc1S(=O)(=O)N1CCCCCC1	-63	-5	1	-38	1	-39	10	6	1	3
CCOc1ccc2oc(C(=O)N3CCN(c4ccccc4OCC)CC3)c(C)c2c1	-27	3	7	-4	-2	4	-1	8	0	0
Cc1cc(C)nc(N2CCCC(C(=O)NC3CCCC3)C2)n1 (stereo unspecified)	2	8	0	4	1	4	-4	2	0	-1
CCOC(=O)c1[nH]c(C)c(C(=O)N2CCN(c3cccc(Cl)c3)CC2)c1C	-8	2	-4	-3	1	1	-7	2	4	1

Just PRMT1 FP inh, for two of the compounds above:
structure	PRMT1 FP inh
CCC(C)[C@H]1COCCS(=O)(=O)N1Cc1ccc(C)cc1 (stereo partly specified)	0
O=C(N/N=C/c1cccn1-c1ccc([N+](=O)[O-])cc1)c1cccnc1	3

(listing goes on)
SMILES	HTRA1 inhibitor	TCR CD3 inh	GC-A act	SIAE inh	MBD2 DNA inh	ABHD4 inh	rCAG RNA binder	NPR2 activator	UHRF1 MBD2 ctr	PRMT1 FP inh
COc1ccc(-c2nc3c(Cl)cc(C(F)(F)F)cn3c2Cc2cccc(Cl)c2)cc1OC	.	-5	3	-15	-2	-23	18	3	9	-2
CC(C)C(=O)Nc1sc2c(c1-c1nc3ccccc3[nH]1)CCCC2	-6	0	8	-3	0	11	19	3	1	1
COC(=O)c1ccc2c(=O)n(CCN3CCOCC3)c(SCC(=O)C(C)(C)C)nc2c1	2	2	5	-2	-2	-2	-2	5	2	-3
COc1ccc(NC(=O)C2=NN(c3ccccc3)C(=O)CC2)cn1	2	-1	1	-12	-1	1	2	0	-1	0
COc1ccc(C(=O)NCCc2ccccc2F)cc1OC1CCN(C(C)=O)CC1	4	-9	0	-2	-4	-3	-7	-1	2	-3
COC(=O)[C@H](Cc1ccccc1)N1C/C=C\COc2c(Cl)cc(Cl)cc2S1(=O)=O	-17	2	-7	1	-2	-4	5	0	1	-1
CN(C)C1CN(Cc2cn(Cc3ccc(C(F)(F)F)cc3)nn2)S(=O)(=O)C1 (stereo unspecified)	.	0	7	-6	3	4	1	-4	0	-2
Cc1ccc(C(=O)CSc2n[nH]c(-c3ccco3)n2)cc1C	-6	-1	-1	1	2	-1	6	-4	-2	0
CCN(c1ccccc1)S(=O)(=O)c1ccc(C(=O)Nc2ccncc2)cc1	-17	2	-3	-4	-1	-19	-1	-7	-1	-7
CC(=O)Nc1ccc(C(=O)N2CCCC(c3cc(C(=O)Nc4ccccc4)no3)C2)cc1 (stereo unspecified)	.	1	-4	5	0	-2	-2	-1	-1	-4
COC(=O)c1c(-c2c(Cl)cccc2Cl)noc1C(=O)NN	-20	0	-1	-1	2	-4	9	2	0	-2
CCCCNC(=O)c1ccccc1Cl	5	5	3	1	4	-11	1	3	2	0
Cc1ccccc1NC(=O)c1cccc(NC(=O)c2ccco2)c1	-8	8	-2	-1	-4	3	-1	2	-1	-4
O=C(Nc1ccccc1)c1cc(C2CCCN(C(=O)C/C=C/c3ccccc3)C2)on1 (stereo unspecified)	.	0	-2	-7	-4	-13	1	-1	0	2
CCCCN(C=O)c1c(CC)nc2ccc(C(=O)NCCOc3ccc(OC)cc3)cn12	.	0	-1	-1	1	5	-1	-4	-1	-2
O=C(OCC(=O)N1CCN(C(=O)c2ccco2)CC1)c1ccc(Cl)nc1	1	-1	-4	1	1	0	2	0	-2	0
CCCn1c(=O)c2[nH]c(-c3ccc(S(=O)(=O)O)cc3)nc2n(CCC)c1=O	1	-6	2	3	-1	-5	3	0	3	1
CN(C)S(=O)(=O)c1ccc(C(=O)NCC2(N3CCCCC3)CCCCC2)cc1	4	11	0	1	-1	-2	-2	3	6	-1
COc1ccc(CCNC(=O)COc2cc(C)cc3oc(=O)c(C)c(C)c23)cc1OC	-6	-6	-10	9	7	-2	1	-1	-1	5
COc1ccc(C2Nc3ccccc3C(=O)N2NS(=O)(=O)c2ccc(C)cc2)cc1OC (stereo unspecified)	3	-4	2	11	10	-10	3	-1	2	5
CCCCNC(=O)c1nn2cc(Br)cnc2c1Br	.	6	4	-3	-2	5	0	-1	2	4
Cc1ccccc1-c1csc(C(O)(c2ccccc2)C(F)(F)F)n1 (stereo unspecified)	.	1	3	-9	0	-30	3	-1	-2	-3
Cn1c(NC(=O)Cc2cccs2)cc(=O)n(C)c1=O	0	6	7	3	-1	3	2	-1	-2	1
Cc1c(NC(=O)C2CC(c3ccc(F)cc3)=NO2)c(=O)n(-c2ccccc2)n1C (stereo unspecified)	-3	-3	5	-6	3	-5	1	0	3	-4
CCOc1ccc(NC(=S)N(CCCN2CCOCC2)Cc2cn(C)c3ccccc23)cc1	-9	-6	2	9	-1	2	-3	-1	-1	3
COC(=O)c1cccc(NC(=S)NCc2ccco2)c1	-6	5	0	12	6	-7	2	-2	0	3
CCCCn1nnnc1C(c1ccccc1)N1CCN(C/C=C/c2ccccc2)CC1 (stereo unspecified)	.	2	-2	-1	3	7	-3	-7	-1	-7
O=C(Nc1nncs1)c1cccnc1Cl	1	-3	1	7	10	7	-1	5	25*	1
CC1CCN(C2(O)C(=O)Nc3ccc(Br)cc32)CC1 (stereo unspecified)	-7	1	0	-8	-5	-4	-4	2	0	-5
COc1ccc(OC)c(C(=O)c2ccc(C(=O)O)cc2)c1	-8	-8	-3	5	6	-4	5	-5	7	-4
O=C(COC(=O)CNC(=O)c1ccc(Cl)cc1Cl)NC1CCCCC1	-2	-4	1	-9	6	-11	-3	-4	3	6
Cc1nn(CCC(=O)NNC(=O)Nc2ccccc2F)c(C)c1[N+](=O)[O-]	.	.	1	-7	-3	2	1	-2	-1	-1
COc1ccccc1-c1nc(C#N)c(N2CCN(c3ccccc3)CC2)o1	-29	5	-4	5	-5	-1	0	-20	-1	0
N#Cc1c(Cl)nc(N/N=C/c2ccccc2)c(Cl)c1Cl	1	-7	18	-3	4	-5	45*	24	3	5
CCC(=Cc1ccc(CC)cn1)CC	-1	3	4	-3	-2	-1	-1	4	-1	-3
CCn1c(SCc2cccc(C(=O)O)c2)nnc1-c1ccc(Cl)cc1	1	0	1	-5	-2	5	4	-6	-1	1

Single entries from above.
UHRF1 MBD2 ctr with `O=C(Nc1nncs1)c1cccnc1Cl` stands at 25*
UHRF1 MBD2 ctr with `COC(=O)c1ccc2c(=O)n(CCN3CCOCC3)c(SCC(=O)C(C)(C)C)nc2c1` stands at 2

Following part:
SMILES	HTRA1 inhibitor	TCR CD3 inh	GC-A act	SIAE inh	MBD2 DNA inh	ABHD4 inh	rCAG RNA binder	NPR2 activator	UHRF1 MBD2 ctr	PRMT1 FP inh
Cc1nc2nc(-c3ccccc3)nn2c(C)c1Cl	10	9	6	-1	-3	3	3	-4	-1	0
Cc1ccc(CNc2ncnc3ccc(-c4ccoc4C)cc23)o1	.	6	26	7	-4	3	11	18	0	11
Cc1ccc(SC(=O)c2c(C)noc2-c2cc(C)on2)cc1	.	6	7	5	-2	-4	-7	-6	-2	3
CCN(Cc1ccccc1)Cc1ccc(OCc2ccccc2)cc1	-3	-1	2	6	0	7	-7	-2	0	0
O=C1CCC(C(=O)NCc2ccccc2)N1 (stereo unspecified)	0	-1	3	-5	3	0	4	-6	2	2
Cc1cc(Cl)nc2c(C(C)C)cccc12	2	2	-10	0	2	-3	0	0	1	-1
O=C(NN=Cc1ccc2c(c1)OCO2)c1ccc([N+](=O)[O-])cc1	.	1	-1	2	1	3	2	-4	-1	1
CCC(c1nnc(SCCNCCO)n1CCN1CCOCC1)N(C)C (stereo unspecified)	.	-5	0	-1	-2	9	-1	-5	0	3
Cc1cc(=O)oc2cc(Oc3ccc([N+](=O)[O-])cc3[N+](=O)[O-])ccc12	2	-1	-3	-5	4	5	-2	-5	2	0
Cc1sc2nc(C(C)C)nc(SCC(=O)N3CCOCC3)c2c1C	0	-3	-4	0	2	4	-6	1	2	-1
COc1ccccc1OCCC(=O)OCC(=O)Nc1cc(S(=O)(=O)N2CCOCC2)ccc1Cl	2	1	-5	3	2	2	-3	-4	-1	-2
O=C(COC(=O)CCC1CCCC1)Nc1ccc(Cl)cc1F	-2	5	8	-1	-3	1	-1	4	-4	-4
COC(=O)[C@@]12CCCCC3=C1N(CCC3)C(=O)[C@H]2CC(=O)N1CCN(C(=O)c2ccco2)CC1	.	.	1	-7	3	1	0	3	-1	7
Cc1nc2ccc(S(=O)(=O)NCC(=O)N3CCN(c4ccccc4)CC3)cc2s1	6	4	-4	-2	-1	1	2	-3	2	6
NC(=O)c1ccc(NC(=O)c2ccc3c(c2)CCN3S(=O)(=O)c2ccccc2)cc1	2	5	-6	-3	-7	-8	6	2	-1	0
COc1ccc(-c2csc(-c3ccc(C(=O)O)cc3)n2)cc1	-7	-4	2	-5	1	-1	13	-3	-2	0
O=C(Nc1nccs1)c1cc(-c2ccccn2)nc2c(Cl)cccc12	-9	2	2	-38	10	-9	-1	-5	6	7
CC(=O)N1CCc2cc(S(=O)(=O)NCCCN3CCN(Cc4ccccc4)CC3)ccc21	4	-7	-1	-3	1	5	-7	4	1	-3
COC(=O)[C@@]1(Cc2ccccc2)[C@H]2C(=O)N(Cc3ccccc3)C(=O)[C@H]2[C@H]2CN(C)C(=NCc3ccccc3)N21	9	-5	-19	9	-6	-2	4	-8	0	3
Cn1cc(CN2CCN(c3ccc(Cl)cn3)CC2)c(-c2ccccc2F)n1	-4	8	-4	8	-3	-5	-8	-3	2	-6
O=C(Cn1nnc(-c2ccc(OCc3ccccc3F)cc2)n1)N1CCOCC1	-5	-6	11	-3	1	-9	-1	-5	0	-1
CC(=O)Nc1ccc(S(=O)(=O)N2CCN(C(=O)C3COc4ccccc4O3)CC2)cc1 (stereo unspecified)	1	3	2	-8	0	-7	0	-1	1	-1
CC(C(=O)Nc1ccccc1Br)c1ccc([N+](=O)[O-])cc1 (stereo unspecified)	-7	5	-2	-7	-4	5	-2	-4	9	5
Cn1ccnc1C(=O)c1cccc([N+](=O)[O-])c1	5	2	-3	5	2	6	-1	1	4	0
CCOC(=O)[C@@H]1[C@H]2COc3cc(OC)ccc3[C@H]2N2C(=O)N(c3ccc(C(F)(F)F)cc3)C(=O)[C@@]12C	-4	-4	0	-12	2	0	-2	1	0	2
CC(C)CC(=O)N1CCN(c2ccc([N+](=O)[O-])cc2Cl)CC1	-2	1	1	3	-7	3	0	-3	-1	0

An excerpt; rates above refer to the full screens.
